Source: PubChem BioAssay
LDHA block: LDHA (human) enzyme inhibition; P00338; purified LDHA, NADH/diaphorase-resazurin fluorescence; active compounds read low; activity change, % (values are at about 110 or 230 µM); 480,000 compounds, 0.15% hits; in the data active = activity change below about -30%; inconclusive = mostly about -25% to -30%;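 note: plate controls were DMSO wells for no effect and wells without enzyme for full effect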
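Human LDH5 (2 nM) was incubated with 0.06 mM NADH and 0.2 mM pyruvate for 5 min at room temperature in Tris pH 7.4. Remaining NADH was coupled through diaphorase/resazurin, and resorufin fluorescence was read at 0 and 20 min.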
* marks the source's active call; other numbers are inactive results; ? = inconclusive. This is a subset; the hit share may differ from the screen's.

structure	LDHA block
O=C(NC(Cc1ccccc1)C(=O)N1CCN(c2ncccn2)CC1)c1ccco1 (stereo not drawn)	6
CC(C)(O)C#Cc1ccc(C2NCCS2)cc1 (stereo not drawn)	0
CCCCn1c(N)c(N(C)C(=O)Cn2c(CC)nc3ccccc32)c(=O)[nH]c1=O	2
CCc1sc(C(=O)N2CC=C(c3ccccc3)CC2)cc1C	3
O=C(c1ccccc1)c1ccc(C(=O)N2CCN(c3nc4ccc(F)cc4s3)CC2)cc1	-9
Cc1ccc(F)cc1NC(=O)CCc1c[nH]c2ccccc12	-2
CCCCOCCCNC(=O)Cn1cnc2c1c(=O)n(C)c(=O)n2C	1
COc1ccc(C(=O)Nc2cccc3cccnc23)cc1Cl	1
CC1=C(C)C(c2cn(C)c3ccccc23)N(C(C)(C)C)C1=O (stereo not drawn)	13
COCCn1c(CCC(=O)Nc2ccc(F)c(F)c2)nc2c1c(=O)[nH]c(=O)n2CC(C)C	1
Fc1ccc(NC(=S)NC2CCCCCC2)cc1	5
O=C(NCc1ccc(Cl)cc1)c1cccc(-c2ccc(S(=O)(=O)N3CCCCC3)cc2)c1	-3
COC(=O)Cn1c(CN2CCN(c3cc(Cl)ccc3C)CC2)nc2c1c(=O)[nH]c(=O)n2C	-5
CCn1cc(SCC(=O)Nc2ccc(C)cc2)c2ccccc21	13
Cc1ccc(NC(=O)Cn2cnc(S(=O)(=O)N3CCOCC3)c2)c(Cl)c1	1
O=C(Nc1ccc(S(=O)(=O)NC2CCCCC2)cc1)C1c2ccccc2Oc2ccccc21	-10
O=C(NC1CCCC1)C1(c2cccc(C(F)(F)F)c2)CCCC1	-1
CCCCOc1ccc(NC(=O)COc2ccccc2OC)c2cccnc12	-13
CC(C)CC(=O)Nc1ccc(-c2nc3cc(Cl)ccc3o2)cc1	-5
CNc1cccc(Cl)c1Cl	2
O=C(NC1CCN(S(=O)(=O)c2ccccc2Cl)CC1)C1CCCCC1	3
COc1ccc(Oc2c(C)oc3cc(OCC(=O)N(C)Cc4ccccc4)ccc3c2=O)cc1	1
COc1ccc(-c2noc(Cn3c(=O)c4ccccc4n(CC(=O)NCc4ccccc4)c3=O)n2)cc1	1
O=C(CSc1nc2ccccc2c(=O)[nH]1)Nc1cccc(Br)c1	-6
COc1ccccc1Oc1coc2cc(OCc3ccccc3Cl)ccc2c1=O	-2
COc1ccc2c(c1)CCCN2C(=O)COc1ccc2ccc(=O)oc2c1	-17
COC(=O)COc1ccc2c(=O)c(Oc3ccc(C(=O)OC)cc3)c(C)oc2c1	6
COc1ccc2c(c1)c(C(C(=O)O)N1CCN(C(C)=O)CC1)cn2CC(=O)O (stereo not drawn)	8
Cc1ccc2nc(NCC(=O)OC(C)C)nc(-c3ccccc3)c2c1	?
CC(=O)NC1=NN(C(C)=O)C2(S1)C(=O)N(CCOc1ccccc1)c1c(Cl)cccc12 (stereo not drawn)	-10
CC1CCN(C(=O)CSc2n[nH]c(-c3cc(Br)ccc3O)n2)CC1	-14
COC(=O)C1(C(=O)OC)C[C@H](/C=C/c2ccccc2)N(Cc2ccccc2OC)[C@@H]1c1cccc(Br)c1	-2
O=C(NCCc1ccccn1)c1ccc(F)cc1	3
O=C(NCCC12CC3CC(CC(C3)C1)C2)c1ccc(Cl)cc1	-13
N#Cc1ccc(S(=O)(=O)N2CCN(C(=O)c3cn[nH]c3-c3ccccc3)CC2)cc1	-5
Cc1ccnc(NC(=O)Cc2ccc(Cl)cc2)c1	7
COc1ccc(NC(=O)COc2ccc(/C(C)=N/O)cc2)cc1	-4
O=C(N1CCN(C/C=C/c2ccccc2)CC1)C(F)(F)C(F)(F)C(F)(F)C(F)(F)F	10
Nc1nc(SCC(=O)NCc2ccccc2Cl)n[nH]1	1
Clc1ccc(-c2noc(-c3ccco3)n2)cc1	2
Cc1nc2nc(SCC(=O)c3ccc(Cl)cc3)[nH]c2cc1Br	1
Cc1cccc(C)c1NC(=O)COc1ncnc2ccccc12	8
CC(C)C(=O)Nc1ccc2[nH]cc(C(C(=O)O)N3CCN(c4ccccc4)CC3)c2c1 (stereo not drawn)	7
O=Cc1cc(O)ccc1Br	2
Cc1ccc(Cn2cc(CN(C)C3CN(Cc4cn(Cc5ccc(C)cc5)nn4)S(=O)(=O)C3)nn2)cc1 (stereo not drawn)	-2
CCc1ccc(-c2noc(CSc3nnc(C4COc5ccccc5O4)o3)n2)cc1 (stereo not drawn)	4
Cc1nc(SCC(=O)Nc2ccc3c(c2)OCCCO3)c(C#N)c(C)c1C	2
CC(C)Sc1nc2c(c(=O)n(C)c(=O)n2C)n1Cc1cccc2ccccc12	5
O=C(Cn1cnc2ccc(Br)cc2c1=O)N1CCCC1c1ccc2c(c1)OCCCO2 (stereo not drawn)	0
Cc1ccc(Nc2ccc([N+](=O)[O-])c3nonc23)cc1Cl	16
Cc1sc(N2CCCC2)nc1-c1ccc(NS(C)(=O)=O)cc1	-11
CC(C)C(C)(C#N)NC(=O)COc1ccc2ccc(=O)oc2c1 (stereo not drawn)	1
O=C(Cn1c(=O)[nH]c2ccccc2c1=O)N1CCCCCC1	5
CCCc1nc2cc(C)c(Br)c(C)n2c1CC1CCCCC1	3
CC(C)C(NC(=O)CSc1cc(Cl)ccc1Cl)c1ccc2c(c1)OCCCO2 (stereo not drawn)	5
Cc1ccc(C(=O)Nc2cccc(CNCc3csc(C)n3)c2)cc1	8

New compounds follow.
structure	LDHA block
COc1ccc(-c2nc(NCCCN3CCCCC3C)c3ccccc3n2)cc1 (stereo not drawn)	-10
CCC(C(=O)Nc1ccc(OC)c(Cl)c1)n1nc(-c2cc(C)ccc2C)ccc1=O (stereo not drawn)	-5
O=C(CC1C=CCC1)N(Cc1ccncc1)C1CC1 (stereo not drawn)	14
Cc1ccc(C(C)C)c(OCc2n[nH]c(=S)n2Cc2ccc(Cl)cc2)c1	6
CC(C)=NNC(N)=S	1
Cc1ccc(C(=O)COC(=O)c2cc(C)nc3c(C)cccc23)cc1	-3
CN(C)C(=O)C1=NOC2(C1)C(=O)Nc1ccccc12 (stereo not drawn)	-2
COc1ccc(-c2oc3c(c2C#CCCCCO)C(OCCO)CC3)cc1 (stereo not drawn)	7
Cc1ccc(NC(=O)c2nc3ccccc3nc2N2CCN(C)CC2)c(C)c1	8
CC(=O)Oc1ccc2c(=O)c(-c3ccc4c(c3)OCCCO4)c(C)oc2c1	-19
COc1ccc(-c2ocnc2C(=O)Nc2ccccc2C)cc1	5
C=CCNc1nc(-c2ccc(CNC(=O)C(C)(C)C)s2)cs1	7
NCCC12CC3CC(CC(C3)C1)C2	1
Cc1ccc(Sc2cc(C)nc(N)n2)cc1	5
CC(NS(=O)(=O)c1c(Cl)cc(Br)cc1Cl)C(=O)N1CCCCC1 (stereo not drawn)	7
CCN1CCN(c2nc3ccccc3nc2C(C#N)S(=O)(=O)c2ccc(OC)cc2)CC1 (stereo not drawn)	7
Cc1cc(C(=O)N2CCCCC2)cs1	3
O=C(O)CN1CCC(C(=O)O)CC1	8
Cc1nc(C)c(-c2csc(Nc3ccc(N(C)C)cc3)n2)s1	4
Cc1ccc(C)c(C(=O)Cn2nc(C(=O)O)c3ccccc3c2=O)c1	1
CN(C)c1nc(N)nc(COc2ccc3ccccc3c2Br)n1	5
O=C(c1cccc(Br)c1)N(Cc1ccc2[nH]ccc2c1)C1CC1	1
CC(C)C(=O)Nc1ccc2[nH]cc(C(C(=O)O)N3CCCCC3)c2c1 (stereo not drawn)	-3
CCCOc1c(Cl)cc(C(=O)Nc2ncccc2C)cc1OC	-7
CN1CCN(c2ccc(NC(=O)c3ccccc3F)nc2)CC1	1
COc1cc(OC)c2c(C)c(CC(=O)NCCN3CCOCC3)c(=O)oc2c1	13
COc1cccc(C2c3c(ncn(-c4cccc(Cl)c4)c3=N)Oc3ccc4ccccc4c32)c1 (stereo not drawn)	6
O=C(NC(c1ccccc1)c1ccccc1)C(Sc1ccccc1)c1ccccc1 (stereo not drawn)	2
O=C(Nc1ncc(Cc2ccccc2)s1)C1CC(=O)N(Cc2ccco2)C1 (stereo not drawn)	1
O=C(C(O)c1ccccc1)N1CCN(S(=O)(=O)c2ccc(F)c(F)c2)CC1 (stereo not drawn)	-4
CCC(C(=O)Nc1sc2c(c1C#N)CCCC2)n1cnc2c1c(=O)n(C)c(=O)n2C (stereo not drawn)	2
COc1cc(S(=O)(=O)Nc2ccc(S(C)(=O)=O)cc2)ccc1NC(C)=O	-1

Pulled one by one from the entries so far:
structure	LDHA block
O=C(Nc1ncc(Cc2ccccc2)s1)C1CC(=O)N(Cc2ccco2)C1 (stereo not drawn)	1
CCC(C(=O)Nc1sc2c(c1C#N)CCCC2)n1cnc2c1c(=O)n(C)c(=O)n2C (stereo not drawn)	2
COc1cccc(C2c3c(ncn(-c4cccc(Cl)c4)c3=N)Oc3ccc4ccccc4c32)c1 (stereo not drawn)	6
COc1cc(OC)c2c(C)c(CC(=O)NCCN3CCOCC3)c(=O)oc2c1	13

The list continues.
smiles,LDHA block
Cc1cc(C)cc(NC(=O)CSc2ccc(S(=O)(=O)N3CCOCC3)cn2)c1,-5
CC(C)(C)C(=O)Nc1ccc(NC(=O)c2ccc3nc[nH]c3c2)cc1,13
O=C(CNc1nc(-c2ccccc2)nc2ccccc12)NC1CC1,13
Cc1[nH]c2ccccc2c1C(=O)/C(C#N)=C\c1cccc(Br)c1,0
O=C(OCc1nc(-c2cccc(Cl)c2)no1)c1ccccn1,-2
CCC(c1nc2ccccc2[nH]1)n1c(-c2cccnc2)nc2ccccc21 (stereo not drawn),1
Nc1ccc(-c2cc(C(=O)O)c3ccccc3n2)cc1,?
CC(C)NC(=O)CCNC(=O)N1CCN(C(=O)c2cc3ccccc3[nH]2)CC1,6
CC1CCN(c2nc3ccccc3nc2C(C#N)S(=O)(=O)c2cccc(Cl)c2)CC1 (stereo not drawn),-3
C#CCOc1ccc(C(C)=O)cc1-c1nnc2n1N=C(c1ccc(OC)c(OC)c1)CS2,-1
Cc1ccc(CN2C(=O)CCC2(C)c2nnnn2-c2c(C)cccc2C)cc1 (stereo not drawn),-2
Cc1cccc(CN2CCN(S(=O)(=O)c3cn(C)nc3C)CC2)c1,-9
COc1ccc(Cc2nc3c4c(ncn3n2)Oc2cc(O)ccc2C4c2ccc(OC)cc2)cc1 (stereo not drawn),-5
COc1ccc(C23CC4CC(CC(C(=O)NCc5ccccc5CN(C)C)(C4)C2)C3)cc1,12
Cc1ccc(C)c(-c2nn(CC(=O)Nc3ccccc3F)c(=O)c3c2CCCC3)c1,8
N#CC1=C(N)N(c2ccccc2)C2=C(C(=O)OC2)C12C(=O)N(Cc1ccccc1)c1ccccc12 (stereo not drawn),0
Cc1cc(C(=O)O)c(C)[nH]1,-7
COc1ccc(Br)cc1/C=C/C(=O)OC1CCCCC1=O (stereo not drawn),7
CCOC(=O)c1cc2cccc(C(C)C)c2[nH]1,5
COc1ccc(-c2c(C)c3cc(OS(=O)(=O)c4ccc(C)cc4)ccc3oc2=O)cc1,-22

Sorted by count of non-hydrogen atoms (falling): 7 of the compounds above.
smiles,LDHA block
COc1ccc(Cc2nc3c4c(ncn3n2)Oc2cc(O)ccc2C4c2ccc(OC)cc2)cc1 (stereo not drawn),-5
COc1ccc(C23CC4CC(CC(C(=O)NCc5ccccc5CN(C)C)(C4)C2)C3)cc1,12
COc1ccc(-c2c(C)c3cc(OS(=O)(=O)c4ccc(C)cc4)ccc3oc2=O)cc1,-22
Cc1ccc(C)c(-c2nn(CC(=O)Nc3ccccc3F)c(=O)c3c2CCCC3)c1,8
Cc1cccc(CN2CCN(S(=O)(=O)c3cn(C)nc3C)CC2)c1,-9
COc1ccc(Br)cc1/C=C/C(=O)OC1CCCCC1=O (stereo not drawn),7
Cc1cc(C(=O)O)c(C)[nH]1,-7

The results go on.
smiles,LDHA block
N#Cc1cccc(NC(=S)NCc2ccccc2)c1,-6
CCCc1noc(C(C)N2CCC(c3nc4cc(Cl)ccc4o3)CC2)n1 (stereo not drawn),-6
Cn1c(=O)c2c(nc(SCc3ccc(F)cc3)n2Cc2ccccc2)n(C)c1=O,-2
CCN(CC)S(=O)(=O)c1ccc(NCc2cc(C)ccc2C)cc1,7
COc1ccc(CCNC(=O)CSCc2cnn(-c3ccccc3)c2-n2cccc2)c(OC)c1,-8
CCCCOCCCNC(=O)C[C@@H]1C[C@@]2(C(=O)OC)CC(C)(C)CC=C2N(Cc2cccc3ccccc23)C1=O,3
Cn1c(COc2ccc(Cl)cc2)nnc1SCC(=O)c1ccc[nH]1,11
Cc1ccccc1NC(=O)COc1ccccc1C(N)=O,5
O=C(NCc1nc(-c2cccs2)no1)c1ccc(Oc2cccnc2)cc1,5
O=C(Nc1cccc(Cl)c1)N1CCN(c2cc(=O)n3nc(-c4ccco4)sc3n2)CC1,-12

The final two records of the section above come first, to join the parts.
smiles,LDHA block
O=C(NCc1nc(-c2cccs2)no1)c1ccc(Oc2cccnc2)cc1,5
O=C(Nc1cccc(Cl)c1)N1CCN(c2cc(=O)n3nc(-c4ccco4)sc3n2)CC1,-12
CCCCNC(=O)C1c2ccccc2OCC(=O)N1CCc1ccccc1 (stereo not drawn),-13
O=C(O)CSc1ccc2c(c1)OCCO2,0
COc1ccc(NC(=O)c2sc(-n3[nH]c(C)c(CCC(C)C)c3=O)nc2C)cc1,0
CC(C)C(=O)Nc1ccc2c(C(C(=O)O)N3CCN(Cc4ccccc4)CC3)c[nH]c2c1 (stereo not drawn),10
CCN1CCC(NC(=O)c2ccc(S(=O)(=O)Nc3ccccc3)cc2)CC1,-9
CN(C)S(=O)(=O)c1ccc(Cl)c(C(=O)Nc2nnc(C3CC3)s2)c1,7
CCn1nc(C(=O)Nc2nc(C)cs2)c2ccccc2c1=O,7
